PglD inh: C. jejuni PglD acetyltransferase inhibitors, primary screen, biochemical, DTNB colorimetric, single point. UDP-N-acetylbacillosamine N-acetyltransferase PglD (Campylobacter jejuni). purified PglD enzyme, DTNB colorimetric CoA detection. inhibition, % at 12.5 µM. hit rate 0.098% among 360,000; in the data active = inhibition above about 16%, passing the limit was not always enough; note: strong numbers were not always called active
INS-1E GSIS act: GLuc luminescence reporter in INS-1E cells, primary screen for activators of glucose-dependent secretion of insulin; hit rate 0.61% among 370,000; AID 743287, 2014; INS-1E GLuc reporter insulin secretion, 2-3 h; activation, % at 16.6 µM;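 active = lowest replicate activation of at least 40%, so every replicate reaches that level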;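 note: 0% = median of neutral control wells and 100% = median of IBMX positive control wells; some compounds called inactive have numbers as strong as hits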
miR-122 sensor: miR-122 Renilla sensor signal increase in Huh7, primary screen, miR-122 inhibitor project, cell-based, single point, plate reader. activation (reporter increase), % at 12.5 µM. hit rate 0.3% among 340,000. Huh7 miR-122 Renilla luciferase sensor, 48 h; neutral wells = 0, positive control = 100. AID 602342, 2012;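 active = mean replicate activation score at least 90 and every replicate individually at or above 90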;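 note: higher luciferase means less miR-122 activity so hits act as miR-122 inhibitors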
FN deposit inh: inhibitors of fibronectin matrix deposition, primary screen, AH1F cells, Alexa488-fibronectin fluorescence, plate reader | AH1F fibroblasts, overnight | inhibition, % at 12.6 µM | hit rate 0.086% among 350,000 | AID 743247, 2014;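 active = mean inhibition across replicates of 30% or more, regardless of how many single replicates reach that level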;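 note: positive control wells lacked labelled fibronectin entirely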
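test system = AH1F fibroblasts assembling fluorescent fibronectin matrix | quantity = 10000 AH1F cells per well | buffer or medium = DMEM plus 2% serum, read in PBS | doses = single dose, pinned | incubation = 1 h cell attachment, overnight exposure to compound and label | detection = fluorescence at 485 nm excitation, 525 nm emission | read-out basis = inhibition from reduced deposited-fibronectin fluorescence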
F508del corr: F508del CFTR correction, initial screen, CFBE line, single point; CFBE cells, YFP halide quenching; stimulated with forskolin plus potentiator P3; % fluorescence drop versus neutral controls; activity (quench increase), % at 7.58 µM; hit rate 0.36% among 350,000; AID 720511, 2013;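 active = mean added fluorescence quench of at least 8% versus neutral control, with both replicates also reaching 8%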;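 note: cells transiently co-express mutant CFTR-F508del with the halide-sensitive YFP; corrector assay measuring rescue of mutant channel to the surface after 24 h compound exposure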
C2C12 statin: suppressors of statin myotoxicity in C2C12 myotubes, primary screen, cell-based, single point, plate reader; C2C12 myotubes + simvastatin, ATP luminescence, 48 h; scaled: DMSO 0, geranylgeraniol control 100; hit rate 0.78% among 330,000; rescue of ATP level, % at 7.49 µM; AID 602340, 2012;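 active = mean ATP rescue above about 67%, or every replicate alone reaching that limit, limit read from the data, passing the limit was not always enough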;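 note: myotubes were challenged with 10 µM simvastatin during compound exposure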
PGC1a acetyl inh: inhibitors of PGC1a acetylation signal, primary screen, cell-based, U2OS, AlphaScreen, inhibitor mode | AlphaScreen anti-acetyl-lysine; with virally co-expressed GCN5 acetyltransferase | inhibition, % at 15.6 µM | hit rate 0.17% among 350,000 | AID 651687, 2012;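 active = every replicate shows inhibition of at least 40%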;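 note: 0% = neutral control wells and 100% = positive control wells; some results beyond the cut were filed as inactive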
Cneo AK release: Cryptococcus neoformans cell lysis inducers, primary screen, AK release luminescence, single concentration; C. neoformans lysis, adenylate kinase release luminescence, 4 h; normalised: neutral wells 0, clomiphene wells 100; lysis activity, % at 15 µM; hit rate 0.2% among 360,000; AID 651654, 2012;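 active = mean lysis activity across replicates of at least 80%, whatever share of replicates individually reach that level; inactive = mean lysis activity below 80%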
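Material – Cryptococcus neoformans yeast cells · Quantity – 5 × 10^6 yeast cells/mL · Buffer or medium – YPD medium · Compound – single dose · Timing – 4 h static compound exposure, 37 °C, read 1 h post-reagent · Signal – adenylate kinase release luminescence · Read-out basis – lysis from increased AK signal · Benchmarks – Clomiphene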
* marks the source's active call; other numbers are inactive results; . = no result given; & = joins results of further samples; [ ] = dose if it differs, or a comment. Hits appear at their usual frequency; 2.1% or so of the library scored in one or more.

SMILES	PglD inh	INS-1E GSIS act	miR-122 sensor	FN deposit inh	F508del corr	C2C12 statin	PGC1a acetyl inh	Cneo AK release
CO[C@@H]1CN(C)C(=O)c2cc(NS(=O)(=O)c3ccccc3)ccc2OC[C@@H](C)N(Cc2cccnc2)C[C@H]1C	-3	-23	.	-11	1.4	13	-7	59
CCOC(=O)Cc1c(C)c2ccc(N(CC)CC)cc2oc1=O	-1	.	-2	3	.	-39	-1	-3
Nc1nonc1-c1noc(CCCN2C(=O)c3ccccc3C2=O)n1	-8	.	5	.	.	-1	11	13
COc1ccc(CCN(C)C(=O)CN2C(=O)NC3(CCCCCC3)C2=O)cc1OC	-3	10	32	7	2.7	0	-1	4
Clc1ccc(-c2cccc3nccn23)cc1	3	31	4	0	-0.7	-19	-12	6
CCOC(=O)NC(=O)CSc1ccccn1	6	2	-6	.	0.6	-14	3	1
CN(c1ccc(O)cc1)c1nc(-c2ccccc2)cs1	7	-21	-1	.	.	.	-2	0
CCn1c(=O)cc(OCC(=O)NCCC(C)C)c2ccccc21	3	11	-1	-1	-1.5	9	-5	1
COc1ccc(N2CCN(C(=O)CC34CC5CC(CC(C5)C3)C4)CC2)c([N+](=O)[O-])c1	-4	-26	-3	-7	.	.	.	-4
C[C@@H]1CN([C@H](C)CO)S(=O)(=O)c2ccc(C#CCN(C)C)cc2O[C@@H]1CN(C)C(=O)C1CCC1	1	5	9[16.7 µM]	.	0.3	-2	6	2
Cc1ccc(OCCCC(=O)N(C)CC(=O)Nc2ccccc2Cl)cc1	3	-22	.	-19	-0.7	24	.	-2
O=C(NC1CCCC1)N1CCCCN2[C@@H](CO)[C@H](c3ccc(/C=C/c4ccccc4)cc3)[C@@H]2C1	-6	-11	-30[16.7 µM]	.	-2.0	18	4	6
COc1ccc(CN(C)C(=O)c2ccc(NS(=O)(=O)c3ccc(F)cc3)cc2)c(OC)c1OC	-1	-27	6	6	-2.3	4	-5	0
CCN(c1ccc(OC)cc1)S(=O)(=O)c1nnc(NC(=O)C2CCCCC2)s1	-4	7	6	2	1.7	4	2	-1
Cc1cccc(-n2c(SCC(=O)Nc3ccc4c(c3)OCO4)nnc2-c2ccoc2C)c1	-4	.	5	6	.	6	-63	0
N#C/C(=C\c1ccc[nH]1)C(=O)Nc1ccccc1F	0	27	-7	0	2.9	4	-2	1
Cc1ccccc1-n1c(C)n[nH]c1=S	-2	2	-7	.	3.4	-80	-12	-1
CC(C)NC(=O)N[C@@H]1CC[C@@H](CC(=O)N2CCCCC2)O[C@@H]1CO	-1	6	-9[16.7 µM]	-1	2.2	-4	-2	0
O=C(C[C@@H]1CC[C@H]2[C@@H](COC[C@@H](O)CN2Cc2ccc(Cl)cc2)O1)NCc1ccccc1Cl	3	-23	-6[16.7 µM]	-6	1.3	37	-6	3
Cc1nn(-c2ccccc2)c(Cl)c1CN(C(=O)CCl)c1ccc(Cl)cc1	-3	15	3	-3	.	.	.	-1
Cc1c(NC(=O)c2cccc(NC(=O)Cc3ccc(F)cc3)c2)c(=O)n(-c2ccccc2)n1C	-6	-22	-1	-4	2.2	14	-3	8
C[C@@H]1CCCCO[C@@H](CN(C)S(=O)(=O)c2ccc(Cl)cc2)[C@@H](C)CN([C@@H](C)CO)C(=O)c2cc(NC(=O)CCC(F)(F)F)ccc2O1	-2	7	4[16.7 µM]	1	0.6	.	-13	-2
COc1ccc(S(=O)(=O)N(C)C[C@H]2Oc3c(NC(=O)NC(C)C)cccc3C(=O)N([C@@H](C)CO)C[C@H]2C)cc1	2	-2	-4[16.7 µM]	0	-0.8	.	6	0
CC(C)NC(=O)N(C)C[C@@H]1OCCCC[C@H](C)Oc2ccc(NC(=O)Nc3ccc(F)cc3)cc2C(=O)N([C@H](C)CO)C[C@@H]1C	0	7	12[16.7 µM]	.	0.3	.	-12	-4
COc1ccc(NC(=O)CCCc2ccc(OC)c(C)c2)cc1	0	17	.	17	1.1	23	.	0
CC(C)COc1ccc(/C=C2/Sc3ccccc3C2=O)cc1	0	.	11	.	.	0	4	-2
O=S(=O)(Cc1ccccc1)C(CCCc1ccccc1)S(=O)(=O)Cc1ccccc1	.	-4	-3	-6	-1.8	-3	-2	.
O=C(CCc1nc2cccnc2n1Cc1ccccc1)NCCc1ccc(Cl)cc1	2	.	-1	22	.	.	-5	-1
CC(=O)N1CCOc2ccc(S(=O)(=O)N3CCC(C(=O)NCc4ccc(C)cc4)CC3)cc21	5	-23	-3	-8	0.5	-4	-2	-1
Cc1ccc(-n2c(=S)sc3c(=O)n(-c4ccccc4F)c(SCC(=O)O)nc32)cc1C	1	.	.	1	-2.2	-1	.	2
O=C1NC(C(F)(F)F)(C(F)(F)F)N=C2SC=CN12	0	2	-11	-3	1.7	-1	1	3
CCCN1[C@@H]2Cn3c(ccc(-c4ccncc4)c3=O)[C@H]1[C@@H](C(=O)NCCc1cn(C)cn1)[C@@H]2CO	2	6	1[16.7 µM]	.	-1.7	-20	.	0
CC(=O)COc1ncn(-c2ccccc2)n1	-6	.	-3	.	.	.	7	-3
Cc1ccc(N2CC(C)Cn3c2nc2c3c(=O)n(CC(=O)OCc3ccccc3)c(=O)n2C)cc1C (stereo unspecified)	0	-6	.	.	.	2	-4	1
Cc1cc2c(cc(C(=O)OC(C(=O)NC3CCCCC3)C(C)C)n2C)o1 (stereo unspecified)	-3	11	-5	-2	-3.0	-34	-6	-1
CC(=O)Nc1ccc(SCc2ncc(-c3ccccc3)o2)cc1	5	-4	-6	2	1.0	-4	.	-2
Cc1c(NC(=O)N2CCCCCC2)c(=O)n(-c2ccccc2)n1C	0	.	6	.	.	3	-3	0
CCCNC(=O)COC(=O)c1cc(SC)ccc1Cl	-1	.	-5	9	.	1	9	0
CCOC(=O)c1c(NC(=O)Cc2cccs2)sc(C)c1C	5	37	-1	.	0.4	-3	-11	0
COc1ccc(NC(=O)N(C)C[C@@H]2Oc3c(NC(=O)c4ccncc4)cccc3C(=O)N([C@@H](C)CO)C[C@@H]2C)cc1	1	10	4[16.7 µM]	9	-0.4	3	10	-3
CC(C)N1CCc2c(sc(NC(=O)C3CCCCC3)c2C(N)=O)C1	0	.	-13	-2	1.0	-14	44*	-1
CCC1(C(=O)NC(=Nc2ccccc2)Nc2ccccc2)CCOC1=O (stereo unspecified)	3	-3	-4	-4	-1.2	3	1	-1
COc1cc(CN2CCSCC2)c([N+](=O)[O-])cc1OC	-7	-1	-2	3	-2.2	-12	.	1
CC(=O)N1[C@H](CO)[C@H](c2ccccc2)[C@@H]1CN(C)S(=O)(=O)c1ccccc1	3	5	-17[16.7 µM]	1	-0.9	11	-1	1
CCOC(=O)Cn1c(=NC(=O)CSC(C)=O)sc2cc(OC)ccc21	-5	.	-6	.	.	8	-7	0
Cc1cc(-c2ccco2)n(CC(=O)NCCN(C)C)n1	3	13	-4	5	-5.2	-3	3	4
Cc1cc(C(=O)CN2C(=O)C(=O)N(Cc3ccccc3)C2=O)c(C)n1Cc1ccccc1	-4	3	-2	-2	9.4*	17	-12	-1
COc1ccccc1NC(=O)NC1(C(=O)N2CCOCC2)CCCCC1	6	16	.	0	-1.2	14	.	1
CO[C@@H]1CN(C)C(=O)c2cc(NC(=O)C3CC3)ccc2OC[C@H](C)N(Cc2cc(F)ccc2F)C[C@@H]1C	3	-11	.	3	-6.3	-4	0	1
COCCNC(=O)COc1cc(=O)n(C)c2ccccc12	6	.	-1	-2	.	4	-2	1
CN(C(=O)COC(=O)c1cc[n+]([O-])cc1)c1ccccc1	4	.	-3	-5	-1.6	0	.	0
O=C(CCN1C(=O)c2ccccc2S1(=O)=O)Nc1ccc(F)c(F)c1F	0	19	-1	6	0.8	-3	.	1
COCCCNC(=O)c1ccc2c(=O)n(Cc3ccc(Cl)cc3)c(=S)[nH]c2c1	0	.	.	2	5.0	8	.	0
C[C@H]1CN([C@@H](C)CO)C(=O)c2cc(NS(=O)(=O)c3cccs3)ccc2O[C@@H]1CN(C)Cc1ccc(-c2ccccc2)cc1	-3	-13	3[16.7 µM]	-4	2.7	-2	-8	54
C/C(=N\NC(=O)c1cccc(S(=O)(=O)N2CCOCC2)c1)c1ccc(C#N)cc1	4	10	-2	.	2.8	-3	.	4
Cc1cc(C)cc(-n2ccn(CC(=O)NCCc3ccccc3)c(=O)c2=O)c1	0	10	4	-2	-1.6	8	0	0
CCNc1cc(=O)n(C)c(=O)n1C	4	10	-3	.	.	-10	5	-1
CCC(=O)N(C)C[C@H]1Oc2cc(C#CC(C)(C)O)ccc2S(=O)(=O)N([C@@H](C)CO)C[C@H]1C	-3	3	4[16.7 µM]	8	-1.6	-20	-2	-2
Cc1cc(C)c(-c2cc(NC(=O)COC(=O)c3ccc(NC(=O)CC#N)cc3)n(-c3ccccc3)n2)cc1C	3	7	0	-8	-1.6	-10	.	1
C[C@@H]1CN([C@H](C)CO)C(=O)CCCn2nncc2CO[C@H]1CN(C)C(=O)OCc1ccccc1	0&-3	12&-7	0	-8&4	-5.4&-0.4	15&11	-4&1	1&-5

Full records from above. Order of values: PglD inh, INS-1E GSIS act, miR-122 sensor, FN deposit inh, F508del corr, C2C12 statin, PGC1a acetyl inh, Cneo AK release
Nc1nonc1-c1noc(CCCN2C(=O)c3ccccc3C2=O)n1 across the screens: -8, ., 5, ., ., -1, 11, 13
O=C(C[C@@H]1CC[C@H]2[C@@H](COC[C@@H](O)CN2Cc2ccc(Cl)cc2)O1)NCc1ccccc1Cl across the screens: 3, -23, -6[16.7 µM], -6, 1.3, 37, -6, 3
COc1ccc(CN(C)C(=O)c2ccc(NS(=O)(=O)c3ccc(F)cc3)cc2)c(OC)c1OC across the screens: -1, -27, 6, 6, -2.3, 4, -5, 0
CC(C)NC(=O)N(C)C[C@@H]1OCCCC[C@H](C)Oc2ccc(NC(=O)Nc3ccc(F)cc3)cc2C(=O)N([C@H](C)CO)C[C@@H]1C across the screens: 0, 7, 12[16.7 µM], ., 0.3, ., -12, -4

Next section:
SMILES	PglD inh	INS-1E GSIS act	miR-122 sensor	FN deposit inh	F508del corr	C2C12 statin	PGC1a acetyl inh	Cneo AK release
O=S(=O)(Cc1cccc(C(F)(F)F)c1)c1ncn[nH]1	0	4	-8	.	1.1	0	-4	3
CN1CCN(C(=O)C2=C[C@H](c3ccccc3)C[C@H](OCc3ccc(CO)cc3)O2)CC1	0	0	-4	6	1.3	-1	.	0
C[C@@H]1CN([C@H](C)CO)C(=O)c2cc(NC(=O)C3CCCCC3)ccc2O[C@@H]1CN(C)S(=O)(=O)c1cn(C)cn1	1	19	5[16.7 µM]	1	0.5	7	0	-1
CCn1nnc(-c2ccccc2NC(=O)C(F)(F)F)n1	-2	29	-3	.	-0.3	8	3	0
COc1ccc(NC(=O)N(C)C[C@H]2Oc3ncc(C4=CCCC4)cc3C(=O)N([C@H](C)CO)C[C@H]2C)cc1	4	16	-1[16.7 µM]	4	-1.3	.	-14	0
O=C(Cn1c(/C=C/c2ccccc2)nc2ccccc21)Nc1ccc(F)cc1	-2	-18	-2	2	0.7	-4	8	-3
COC(=O)C[C@H]1C[C@@H]2c3cc(NC(=O)Cc4ccncc4)ccc3O[C@@H]2[C@@H](CO)O1	0	-11	-2[16.7 µM]	-7	-4.4	2	5	1

Screening data from PubChem.
